Source: PubChem
PriA SSB inh: inhibitors of Klebsiella pneumoniae PriA binding to SSB C-terminal tail, primary screen, biochemical, AlphaScreen; PriA–SSB C-terminal tail interaction (Klebsiella pneumoniae); AlphaScreen SSBct-PriA binding, biotinylated peptide; inhibition, % at 33 µM; 430,000 tested, 0.6% active; AID 1272365, 2023; in the data active = inhibition mostly above about 37%, no sharp cut-off; inactive = mostly below about 20%;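 note: plate controls were negative control peptide for no effect and reference peptide for full effect; strong numbers were not always called active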
Active calls of the source: *; & = joins results of further samples.

Start of the data: the first 5 entries (preview)
SMILES	PriA SSB inh
CCc1c(C#N)c(SCC(=O)Nc2nsc(-c3ccccc3)n2)nc2c1C(=O)CC(C)(C)C2	-15
NC(=N[N+](=O)[O-])N1CCN(C(=O)c2ccccn2)CC1	-16
CSCCC(NC(=O)c1ccc(/C=C2/SC(=S)N(C)C2=O)cc1)C(=O)O (stereo not given)	-9
COc1ccc(Cl)cc1Nc1nc(C)cc(N)n1	-2
O=C(NCCC1=CCCCC1)C(=O)NC[C@@H](c1ccco1)S(=O)(=O)c1ccc(Cl)cc1	-5

Main list, from the first entry:
SMILES	PriA SSB inh
CCc1c(C#N)c(SCC(=O)Nc2nsc(-c3ccccc3)n2)nc2c1C(=O)CC(C)(C)C2	-15
NC(=N[N+](=O)[O-])N1CCN(C(=O)c2ccccn2)CC1	-16
CSCCC(NC(=O)c1ccc(/C=C2/SC(=S)N(C)C2=O)cc1)C(=O)O (stereo not given)	-9
COc1ccc(Cl)cc1Nc1nc(C)cc(N)n1	-2
O=C(NCCC1=CCCCC1)C(=O)NC[C@@H](c1ccco1)S(=O)(=O)c1ccc(Cl)cc1	-5
COc1ccccc1Cc1noc(C2CN(C(=O)c3cc(C)cs3)C2)n1	9
Cc1cc(C(F)(F)F)nc(CCNC(=O)Nc2ccc(C(C)(C)C)cc2)n1	-29
COc1cccc(OC)c1C(=O)NCCS(=O)(=O)N1CCN(c2ccccn2)CC1	-12
CC(C)C(=O)Nc1ccc(SCC(=O)Nc2ccc3c(c2)OCCO3)nn1	-9&6
O=C1NCCN1C(=O)NCC(O)c1cccs1 (stereo not given)	-6
N#Cc1c(NC(=O)CCN2CCOCC2)sc2c1CCCCC2	-3
NC(=O)C1CCN(c2ccc3cccc(OCC(=O)Nc4ccc(F)cc4F)c3n2)CC1	4
Cn1nc(C2CCN(C(=O)c3cncc(Br)c3)CC2)n(C2CC2)c1=O	-5
CC(=NO)C(CN(C)C)=NO	-1
CCOC(=O)C1CCCN(C(c2ccccc2Cl)C2Sc3nc(C)nn3C2=O)C1 (stereo not given)	-22
Cc1oc2cc(OCc3cnn(-c4ccccc4)c3)ccc2c(=O)c1-c1cnn(-c2ccccc2)c1	-7
O=S(=O)(c1ccc(Cl)cc1)N1CCN(Cc2ccccc2)CC1	1
CCN(CC)CCNc1nc2c(OC)ccc(OC)c2s1	-8&20
CC(C)c1ccc(C(=O)NN=Cc2cccc(Cl)c2Cl)cc1	-12
O=C(Cc1csc(Nc2ccccc2)n1)Nc1cccc(F)c1	7
O=C(NCC(O)(c1ccco1)C1CC1)C1COc2ccccc2O1 (stereo not given)	-15
COc1cccc2cc(-c3nnc(N)o3)oc12	28
COc1ccc(O)c(C=NNC(=O)c2cccc(N3CCCC3=O)c2)c1	-7
CCOc1cc(-c2nnc(NC(=O)c3ccc(N4C(=O)CCC4=O)cc3)o2)cc(OCC)c1OCC	-16
CCn1ncc(C=NO)c1C	-1

Continuation:
SMILES	PriA SSB inh
Cn1c(=O)c2cc(C(=O)O)n(Cc3ccccc3)c2n(C)c1=O	-6
O=C(Nc1cnn(CC2CCOCC2)c1)c1cc2ccccc2[nH]1	-2
Cc1ccccc1OC[C@@H](O)Cn1c(SCC(=O)c2ccccc2)nc2c1c(=O)n(C)c(=O)n2C	-12
CC(C)(Oc1ccc(Cl)cc1)C(=O)Nc1c2c(nn1-c1ccc(F)cc1)CSC2	-2
CCc1ccc(OC)c(S(=O)(=O)NCCN2CCN(c3ccccc3F)CC2)c1	-8&-4
COc1ccccc1-n1ncc2c(C)nnc(SCC(=O)Nc3cc(C)on3)c21	-1
Cn1c(C2CCN(S(C)(=O)=O)CC2)nn(CC(=O)c2ccccc2)c1=O	-12&-1
O=C(Nc1nc2c(s1)CN(C(=O)c1cccs1)CC2)NC1CCCC1	6
COc1ccc2sc(N(CCCN(C)C)C(=O)c3cccc(Cl)c3)nc2c1	2
CC1CCN(C(=O)Cn2cc(S(=O)(=O)CC(=O)Nc3ccc(F)cc3F)c3ccccc32)CC1	2
O=C(COc1ccccc1[N+](=O)[O-])N1CCCCCC1	1
COC(=O)c1ccc(NC(=O)C(=O)NCC2CCN(C(=O)c3cccnc3SC)CC2)cc1	-7
Cc1ccc([N+](=O)[O-])cc1N1C(=O)CC(Nc2ccc(N3CCOCC3)cc2)C1=O (stereo not given)	11
COc1ccccc1C(=O)Nc1nnc(-c2ccc(Br)cc2)o1	-6
O=C(Cc1csc(NS(=O)(=O)c2ccc(Cl)cc2)n1)NCc1ccco1	-5&7
Cc1ccc(-c2nc(C)c(CCNS(=O)(=O)c3ccc(Cl)s3)s2)cc1	3
Cc1cc2ncc(CCCNC(=O)Cn3cnc4ccccc43)cn2n1	-9
O=C(Nc1nccs1)C12CC3CC(CC(C3)C1)C2	3
CSc1ccccc1C(=O)N1CCC2(CC1)OCCS2	-5
O=c1[nH]c(=S)n(C2CC2)c(O)c1C=NNc1cccc2ccccc12	28
CN1C(=O)C(C)(C)COc2ccc(NS(=O)(=O)c3ccc(Cl)s3)cc21	-8
CC1(C)COc2ccc(NC(=O)c3ccc4ccccc4c3)cc2NC1=O	38
Cn1ccnc1N1CCN(C(=O)C2(c3ccc(Cl)cc3)CCCC2)CC1	5
c1ccc(-c2nnc(CN3CCc4ccccc43)o2)cc1	-1
CCc1nc(-c2ccc(N3CCN(C(=O)Cc4noc5ccccc45)CC3)nc2)no1	-9

3 entries out of the list, arranged by count of non-hydrogen atoms, lowest first:
SMILES	PriA SSB inh
CN1C(=O)C(C)(C)COc2ccc(NS(=O)(=O)c3ccc(Cl)s3)cc21	-8
COc1ccc2sc(N(CCCN(C)C)C(=O)c3cccc(Cl)c3)nc2c1	2
CC(C)(Oc1ccc(Cl)cc1)C(=O)Nc1c2c(nn1-c1ccc(F)cc1)CSC2	-2

Following part
SMILES	PriA SSB inh
COc1ccc(-c2cc(N3CCN(C(=O)c4cncc(Br)c4)CC3)ncn2)cc1	-9
Cc1cc(C)c(C)c(S(=O)(=O)NCc2ccccc2)c1C	-22
CCC(=O)Nc1ccc(S(=O)(=O)Nc2ccc3c(c2)C(=O)NCCO3)c(C)c1	13
CC1CCCN(C(=O)CN2CCN(c3ccc(F)c(F)c3)C2=O)C1 (stereo not given)	-3
O=C(CSc1ccc(F)cc1)N(CCc1cccs1)C1CCOCC1	-6
COc1ccc(CCS(=O)(=O)NCCn2ccc(-c3ccncc3)n2)cc1	-7
O=C(Cc1c(F)cccc1Cl)N1CCC(n2ccnn2)C1 (stereo not given)	2
CCN(CC)C(=O)C[n+]1cccc(C=NO)c1	-23
Cc1ccccc1-c1nc(C)c(CNC(=O)COc2cccc(C(F)(F)F)c2)s1	-12
CCCCCCn1c(O)c(C=C2C=NN=C2c2ccccc2)sc1=S	-1
Cc1ccc(-n2nnnc2CNC(=O)C2CCCC2)cc1C	-7
COc1ccc(CC(=O)NCC(=O)N2CCOC(c3ccccc3)C2)cc1OC (stereo not given)	-17
Cn1nccc1-c1nnc(NC(=O)/C=C\c2ccc3c(c2)OCO3)o1	5
O=C(CSc1nc2c(c(=O)n1-c1ccc(Br)cc1)SCC2)N1CCc2ccccc21	-26
O=[N+]([O-])c1ccccc1S(=O)(=O)NCC1COC2(CCCCC2)O1 (stereo not given)	3
Cc1ccc(CNC(=O)CSc2ncnc3nc(N(C)Cc4ccccc4)sc23)cc1	-12
COc1ccc(Cl)cc1NC(=O)Cn1cnc2c(nnn2Cc2ccc(Cl)cc2)c1=O	0
Cc1cccc(CC(=O)NCCNC(=O)c2ccc(NC(=O)C3CC3)cc2)c1	-11
Cc1cc(C)cc(NC(=O)Cn2nc(-c3ccc(F)cc3)c3sc(N4CCOCC4)nc3c2=O)c1	-13
Cn1c(=NNC(=O)C2CCCCC2)sc2ccccc21	-13
Cc1onc(-c2ccccc2Cl)c1C(=O)NCCN1CCN(c2ccccc2)CC1	-7
COc1ccc([C@@H]2CC(c3ccc(N(C)C)cc3)=NN2C(=O)CCC(=O)O)cc1OC	4
CCCCOc1ccc(C(=O)NN=Cc2ccc(OCCN3CCCCC3)c(OC)c2)cc1	-4
Cc1cc(C)n(-c2ncc(NC(=O)Nc3ccccc3Cl)cn2)n1	-15
CCc1cc2c(Nc3cccc(C(=O)OC)c3)nc(C)nc2s1	-14&-11

Next part; it opens with the 2 that closed the last part.
SMILES	PriA SSB inh
Cc1cc(C)n(-c2ncc(NC(=O)Nc3ccccc3Cl)cn2)n1	-15
CCc1cc2c(Nc3cccc(C(=O)OC)c3)nc(C)nc2s1	-14&-11
COCCNC(=O)Cn1nc2c(c1NC(=O)c1ccc3c(c1)OCO3)CSC2	-6
COc1cccc(C=NNC(=O)c2ccc(=O)[nH]n2)c1O	-5
O=c1[nH]c(SCCc2ccccc2)nc2c1cnn2CCO	-9
C=CCn1c(SCC(=O)c2c(C)[nH]c3ccccc23)nc2scc(-c3ccc(C)o3)c2c1=O	-3
Cc1nc2c(sc3cccc(F)c32)c(=O)n1CC(=O)NCCC1=CCCCC1	-23
C=C(Br)CSCc1nc2ccccc2[nH]1	-10
O=C(NNC(=O)c1ccco1)c1ccc(=O)n(Cc2ccccc2)c1	3
COc1ccccc1OCCNC(=O)CNC(=O)Cn1c(=O)[nH]c2ccsc2c1=O	-14
CCCOc1ccc(C=NO)cc1	-8
O=C(c1ccc2nc[nH]c2c1)N1CC(c2nc(-c3ccco3)no2)C1	-19
Cc1onc(-c2ccccc2Cl)c1C(=O)Nc1c2c(nn1C(C)(C)C)CS(=O)(=O)C2	3
Cc1nc(N2CCC(NC(=O)c3cccc(-n4cccn4)c3)CC2)cc(C(F)(F)F)n1	2
Cc1ccc(SCc2nc3scc(C)n3c2Br)cc1	-2
Cc1c(Cl)cccc1NC(=O)Nc1cc(N2CCCCC2)ncn1	61
COc1ccccc1OCC(=O)NCC1CCN(c2ccccn2)CC1	-16
Cc1nn(C)c(C)c1S(=O)(=O)Nc1ccc2c(c1)CCCN2C(=O)c1ccccc1	-3
CC(C)C(=O)NCc1ccsc1	-7
CCn1c(-c2cccc(Br)c2)nc2ccccc21	13
CC1(C)N=C(C=NO)C=[N+]1[O-]	-21
O=C(NCC#CCOc1ccc2c(c1)OCO2)NCc1ccc(Cl)cc1	-1
O=C(COc1ccc(Cl)cc1Cl)NCCn1nc(-c2cccs2)ccc1=O	-16
NC(=NOC(=O)CCC1CCCC1)c1ccncc1	-23
CCCCC(=O)Nc1cccc(Oc2ccc(C)nn2)c1	-14
COc1cc2c(cc1OC)CN(C(=O)CSc1nnc3cc(C)c4ccccc4n13)CC2	5
O=C(c1ccc(=O)n(Cc2ccc(F)cc2)n1)N1CCC(Cc2ccccc2)CC1	-2

Of the compounds above, two have a cyano group.
SMILES	PriA SSB inh
CCc1c(C#N)c(SCC(=O)Nc2nsc(-c3ccccc3)n2)nc2c1C(=O)CC(C)(C)C2	-15
N#Cc1c(NC(=O)CCN2CCOCC2)sc2c1CCCCC2	-3

Continuation:
SMILES	PriA SSB inh
C[C@H]1CCCC=CC2C[C@H](O)CC2[C@H](O)C=CC(=O)O1 (stereo not given in full)	0
COCC(=O)N1CCN(c2nccn2C)CC1	-9&0
CCSc1cccc(C(=O)N2CCN(c3nc4ccc(OC)cc4s3)CC2)c1	1
CCCCC(=O)NN=Cc1c(O)n(-c2cccc3ccccc23)c(=O)[nH]c1=O	-6
COc1ccc(OC)c(Nc2ccnc3ccc(Cl)cc23)c1	1
COc1ccc(C(=O)Nc2cccc(N3CCCCC3=O)c2)cc1	15
O=C1CCCN1Cc1cn(C2CN(S(=O)(=O)Cc3cccc(Cl)c3)C2)nn1	-6
CCOc1ccccc1NC(=O)C(=O)NCC[C@H](O)c1cccc2ccccc12	-14
O=C(CON=Cc1ccccc1)Nc1ccccc1C(=O)N1CCOCC1	3
O=C(CCc1ccccc1F)N(Cc1ccsc1)C1CC1	-16
COc1cc(/C=C\C(=O)Nc2cc(-c3cccs3)nn2-c2nc(C)cc(=O)[nH]2)cc(OC)c1OC	6
COc1ccc(C(O)=C2C(=O)C(=O)N(CCN3CCOCC3)C2c2cccnc2)cc1OC (stereo not given)	-11
CC(=O)c1ccc2c3c([nH]c2c1)CCCC3	3
CC(=O)Nc1ccc(SCC(=O)c2ccc(Cl)cc2)nn1	-8
CC(C)c1nnc(NC(=O)c2cncc(Br)c2)s1	4
CC(=O)c1ccc(Nc2nc(-c3ccccc3)c3cc(Br)ccc3n2)cc1	-17
Cc1nnsc1C(=O)N1CCC(CNC(=O)c2ccco2)CC1	6
O=C(NN=Cc1cccn1-c1ccccc1)c1ccncc1	2
O=S(=O)(c1cccc(Cl)c1)N(CCc1cccs1)Cc1ccco1	-26
COc1ccc(C=NN2CCN(C3c4ccccc4-c4ccccc43)CC2)cc1O	9
CNC(=S)NN=Cc1ccc(-c2ccc(Cl)c([N+](=O)[O-])c2)o1	-12
COc1ccc(OC)c(N(C(N)=Nc2nc(C)cc(C)n2)S(=O)(=O)c2ccc(NC(C)=O)cc2)c1	4
COc1ccc(-c2cc3c4nnc(CCC(=O)NCc5ccc6c(c5)OCO6)n4ccn3n2)cc1	-16
CC(=NNC(=O)c1ccccc1C)c1cccnc1	-2
O=C(NCc1ccc(F)cc1)N1CCC[C@H](Oc2cccnn2)C1	-11

Continuation:
SMILES	PriA SSB inh
COC(=O)c1ccc(S(=O)(=O)NCc2cnn3c2CCCC3)cc1	-15
Cc1nn2c(Nc3cccc(Cl)c3)c3c(nc2c1-c1ccccc1)CCC3	-9
O=[N+]([O-])c1ccc(C2N(c3ccc(Cl)cc3)CCN2c2ccc(Cl)cc2)cc1	19
CCS(=O)(=O)N1CCc2ccc(NS(=O)(=O)c3ccc(OC)c(Cl)c3)cc2C1	11
O=C(c1ccco1)N1CCN(S(=O)(=O)c2ccc(Cl)c(C(F)(F)F)c2)CC1	-5
COc1ccc(Br)cc1S(=O)(=O)NCCCn1ncccc1=O	-18
CCC1SC(CC)C(=O)N(CC(=O)Nc2cc(OC)ccc2OC)C1=O (stereo not given)	-5
O=C(O)CCCC(=O)Nc1nccs1	3
CC(C)=C1N=C(c2ccccc2)OC1=O	-13
COc1ccc(-c2nn(-c3ccccc3)cc2C=NN=C(N)N)cc1OC	15
CCc1ccccc1NC(=O)CCc1c(C)nn(-c2nc(C)cc(=O)[nH]2)c1C	17
Cc1ccc2nc(NC(=O)c3ccc(=O)n(C)n3)sc2c1	-6
O=C(Cn1cccc1)N1CCC(n2ccnn2)CC1	-1
COc1ccccc1CNC(=O)c1ccc(=O)n(Cc2ccc(F)cc2)n1	-2

Some of the compounds tested; count on the stated rates, not on these rows.
